Compound activity deposited in PubChem by National Center for Advancing Translational Sciences (NCATS).
TCR act: activators of T cell receptors. Potency, µM (highest dose often 9.22 µM), inactives show top-dose activation of IL-2 secretion, usual class: activators. 330,000 tested, under 10 active. primary human leukocytes, anti-CD3, IL-2 HTRF, 48 h. AID 504894; further: % of control where 0% means no effect
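Using a-CD3 beads without co-stimulation, primary human leukocytes were exposed to compounds for 48 hr. An HTRF IL-2 kit measured the cytokine, with europium-to-d2 energy transfer producing emission at 665nm upon 320nm excitation.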
a7 integrin act: activators of alpha7 integrin expression for muscular dystrophy; 0.064% of 350,000 active; AID 624291; alpha7betagal myoblasts, beta-gal FDG fluorescence, 48 h; Potency, µM (doses to about 38.3 µM), inactives show at the highest dose activation, usual class: activators;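 further: potency means the concentration at half of the fitted maximal effect; 100% = response of the positive control SU9516; nearly all actives have a fitted effect of over 60% in size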
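alpha7betagal+/- myoblasts (passage 13, 250/well) treated 48 h at 37C with compounds at 1:260 dilution of DMSO stock. Lysed, then beta-galactosidase activity read as FDG fluorescence (ex 480/em 540) after 30 min, with pre-read for autofluorescence.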
Eya2 inh: inhibitors of human Eya2 phosphatase activity; O00167; recombinant Eya2, OMFP fluorescence dephosphorylation (OMFP is methylfluorescein phosphate); Potency, µM (titrated, usually from 76.9 µM), for inactives: at the top dose activity, negative = inhibition, usual class: inhibitors; 0.006% of 330,000 active; further: potency means the concentration at half of the fitted maximal effect; on the % scale 0 is the no-effect control and ±100 the full control effect
Target sequence (O00167 whole entry, looked up): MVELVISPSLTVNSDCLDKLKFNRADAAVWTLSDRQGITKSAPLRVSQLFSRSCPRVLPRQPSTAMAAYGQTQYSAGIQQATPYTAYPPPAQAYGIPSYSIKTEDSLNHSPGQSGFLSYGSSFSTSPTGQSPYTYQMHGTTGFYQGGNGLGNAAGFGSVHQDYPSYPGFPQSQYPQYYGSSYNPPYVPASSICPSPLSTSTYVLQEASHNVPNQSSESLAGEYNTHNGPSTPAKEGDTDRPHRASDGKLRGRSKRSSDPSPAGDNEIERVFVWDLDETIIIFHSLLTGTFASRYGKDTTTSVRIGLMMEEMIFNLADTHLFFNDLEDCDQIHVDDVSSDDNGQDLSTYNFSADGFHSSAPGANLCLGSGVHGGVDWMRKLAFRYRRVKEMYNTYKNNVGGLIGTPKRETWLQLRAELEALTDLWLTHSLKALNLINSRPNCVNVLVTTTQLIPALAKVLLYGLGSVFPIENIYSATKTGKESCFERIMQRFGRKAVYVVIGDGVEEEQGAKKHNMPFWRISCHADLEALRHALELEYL
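Eya2 protein (added as 0.2 uM solution) was preincubated with compound for 10 min at ambient temperature in 50 mM HEPES pH 7.5, 50 mM NaCl, 5 uM MgCl2, 0.05% BSA, 1 mM DTT. OMFP (added at 50 uM) then reacted 10 min; fluorescence read at 485/525 nm.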
A-T KAP1 phos: candidate therapy for ataxia-telangiectasia; […] A-T fibroblasts, KAP-1 phosphorylation AlphaLISA; neocarzinostatin DNA damage 30 min before lysis; Potency, µM (titrated, usually from 57.5 µM), inactives show top-dose activation, most hits filed as activators; 0.19% of 320,000 active; further: potency means the concentration at half of the fitted maximal effect; % of control where 0% means no effect; nearly all actives have a fitted effect of over 45% in size
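ATM-like activity read as KAP-1 phosphorylation via AlphaLISA donor/acceptor antibody pairs after lysis and 6 hr at 25C. Cells were ATM-null patient fibroblasts ([…], hTERT), dosed 60 min, then exposed to the DSB inducer NCS for 30 min.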
TSHR antagonist: human thyrotropin receptor antagonism; P16473; TSHR-expressing cells, TSH-stimulated cAMP HTRF, 2 h; stronger effect = lower value; activity change, negative = inhibition, % at 11.5 µM; 0.2% of 330,000 active;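 active means activity change below a set negative limit, meaning inhibition stronger than a set level, cut at about -70% in these data; inconclusive means activity change between two set negative limits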; further: on the % scale 0 is the no-effect control and ±100 the full control effect
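TSHR-expressing cells, 200/well, pre-treated with compound, then stimulated with EC80 TSH (4nM final) for 2 hours at 37 deg C. cAMP measured by competitive HTRF: anti-cAMP cryptate antibody in lysis buffer plus cAMP-d2, read after 30 minutes at room temperature.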
Tb PFK block: inhibitors of T. brucei phosphofructokinase; O15648; T. brucei PFK, ADP-Glo luminescence; Potency, µM (doses to about 57.5 µM), for the others: at the highest dose activity, negative = inhibition, hits mostly inhibitors; 0.17% of 330,000 active; AID 485367;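 further: potency means the concentration at half of the fitted maximal effect; 0% = uninhibited 1x PFK enzyme wells and -100% = no-enzyme wells; nearly all actives have a fitted effect of over 60% in size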
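Activity is normalized to no-enzyme wells (full inhibition) and 1.25 nM enzyme wells (no inhibition). Reaction: 0.5 mM F6P, 0.1 mM ATP, 45 min RT, ADP-Glo luminescence; concentration-response curves fitted and classed by quality.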
Chronic BCR inh: chronic active BCR signaling inhibition | ABC-DLBCL IkBa-CBG/CBR reporter, luminescence ratio, 4 h | Potency, µM (series often up to 46.1 µM), inactives show top-dose ratio change, negative = lower green/red ratio, hits mostly inhibitors | 0.05% of 340,000 active | AID 493014; active means well fitted inhibition curve with a large enough effect in the signal ratio, with a control signal flat, not every such curve was filed as active; inconclusive means small, poorly fitted or top-dose-only effect, or effect the other way, or a change in a side signal; the % refers to the signal ratio;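 further: potency means the concentration at half of the fitted maximal effect; plate controls were basal doxycycline-induced cells for no effect and cells given 10 µM MG132 for full effect; MG132 reads +100%, hits lower the ratio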
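Doxycycline induced both beetle luciferases in TMD8 lymphoma cells; IKK-driven degradation limits the IkappaBalpha-fused green signal, while red luminescence normalises for cell number and nonspecific effects. Compounds tested up to 46 uM, 4 hrs.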
S-ASM inh: inhibitors of human secretory acid sphingomyelinase; placental ASM, HMU-PC fluorogenic substrate, 60 min; Potency, µM (highest dose often 57.5 µM), for the others: at the top dose activity change, negative = inhibition, hits mostly inhibitors; 0.006% of 340,000 active; AID 504937; further: potency means the concentration at half of the fitted maximal effect
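qHTS format. ASM enzyme prepared from human placenta hydrolyses the fluorogenic substrate HMU-PC0 (9 uM final) over 60 min at 37 °C after a 10 min compound preincubation.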
Mito fusion yeast: blocks mitochondrial division or promotes mitochondrial fusion | S. cerevisiae fusion-defective mutant growth rescue, CellTiterGlo 48 h | Potency, µM (doses to about 46.1 µM), for the others: at the top dose growth rescue (activation), most hits filed as activators | 0.23% of 320,000 active;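 further: potency means the concentration at half of the fitted maximal effect; % of control where 0% means no effect; nearly all actives have a fitted effect of over 45% in size; temperature-sensitive fusion mutants such as fzo1-1 at 37 °C on non-fermentable ethanol glycerol medium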
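Compounds are tested for their ability to restore growth of mitochondrial fusion-defective yeast strains at non-permissive 37C in YPEG medium over 48 hours. Viability is quantified by luciferase luminescence.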
PTAP TSG101 blk: blocks PTAP/TSG101 interaction to inhibit HIV-1 budding. Potency, µM (series often up to 115 µM), for the others: at the top dose activity change, negative = inhibition, actives largely listed as inhibitors. 340,000 tested, under 10 active. Fluorescence polarization, FITC-PTAP peptide / Tsg101 binding. AID 493005. Q99816; active means well fitted inhibition curve with a large enough effect in the main read-out, with a control signal flat, not every such curve was filed as active; inconclusive means small, poorly fitted or top-dose-only effect, or effect the other way, or a change in a side signal; inactive means no such curve, though single readings can be large or run the other way; further: potency means the concentration at half of the fitted maximal effect; % of control where 0% means no effect
Target sequence (Q99816 whole entry, looked up): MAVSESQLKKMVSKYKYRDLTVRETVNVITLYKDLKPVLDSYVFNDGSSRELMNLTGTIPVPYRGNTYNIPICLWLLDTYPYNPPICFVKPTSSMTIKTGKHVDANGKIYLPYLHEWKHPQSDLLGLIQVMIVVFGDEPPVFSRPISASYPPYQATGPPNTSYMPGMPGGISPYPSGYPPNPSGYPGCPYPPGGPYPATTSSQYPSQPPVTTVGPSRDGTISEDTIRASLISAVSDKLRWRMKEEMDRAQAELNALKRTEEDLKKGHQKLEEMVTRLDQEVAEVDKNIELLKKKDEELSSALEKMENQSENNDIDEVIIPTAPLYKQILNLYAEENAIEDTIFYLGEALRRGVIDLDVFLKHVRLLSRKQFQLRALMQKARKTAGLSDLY
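Tsg101 binding domain (10 uM final) was mixed with compound and a FITC-labeled PTAP peptide (50 nM final) in HEPES pH 7.5 buffer with NaCl, Tween 20, EDTA and TCEP; fluorescence polarization was read after 20 min at r.t.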
ELG1 repair inh: inhibitors of ELG1-dependent DNA repair in HEK293T cells | HEK293T ELG1-luciferase reporter, luminescence, 16 h; DNA damage induced by 5-fluorouridine | Potency, µM (titrated, usually from 46.1 µM), inactives show top-dose activity change, negative = inhibition, hits mostly inhibitors | 2.3% of 330,000 active; further: potency means the concentration at half of the fitted maximal effect; on the % scale 0 is the no-effect control and ±100 the full control effect; nearly all actives have a fitted effect of over 55% in size
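5-Fluorouridine DNA damage + compound/DMSO, 2,000 cells/well, 16 h, 37 °C/5% CO2. ONE-Glo, 30 min RT, luminescence. Readout = decrease in reporter signal.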
* = called active by the depositor; u = inconclusive; x = not tested or not shown; & = joins results of further samples; [ ] = remark or other dose. Unless noted, the call rests on the fitted dose curve; in most records, active means well fitted curve in the direction sought with a large enough effect; inconclusive means small, poorly fitted or top-dose-only effect, or another doubt; inactive means no such curve, though single readings can be large; an effect the other way counts as inactive or inconclusive. This is a subset, so the mix of outcomes need not match the whole.

Molecule	TCR act	a7 integrin act	Eya2 inh	A-T KAP1 phos	TSHR antagonist	Tb PFK block	Chronic BCR inh	S-ASM inh	Mito fusion yeast	PTAP TSG101 blk	ELG1 repair inh
CC(=O)OC(C)(C)/C=C/C(=O)[C@](C)(O)C1[C@H](O)C[C@@]2(C)C3CC=C4C(C[C@H](O)C(=O)C4(C)C)[C@]3(C)C(=O)C[C@]12C (some centres not stated)	-2%	-37%	5%	15%	-16	7%	u	3%	x	-6%	u
CN(C)c1ccc(N=Cc2c(O)n(CCC3=CCCCC3)c(=O)[nH]c2=O)cc1	7%	-9%	-3%	4%	2	2%	1%	-3%	0%	1%	1%
CCOc1ccc(Cc2c(O)[nH]c(=O)[nH]c2=O)cc1	-2%	-7%	23%	-3%	9	-6%	-2%	3%	1%	-5%	11%
Cc1ccc(N)cc1N	2%	x	-9%	4%	-5	-6%	0%	2%	-9%	2%	u
CN1CC(C(=O)c2ccccc2)C(C(=O)c2ccccc2)C1 (configuration not stated)	-37%	-4%	18%	15%	17	0%	3%	1%	6%	-2%	u
CC(C)CCNC(=O)c1cc(C(=O)c2cc(F)ccc2O)cn(CCC(C)C)c1=O	2%	-26%	-21%	1%	8	3%	1%	-3%	9%	0%	-2%
COC(=O)C1=C(c2ccc(-c3ccccc3)c(F)c2)C[C@@H]2CC[C@H]1N2C(=O)N1CCC(O)CC1	-7%	2%	-8%	15%	-22	-9%	0%	-7%	28%	x	u
CCCn1ncc(CN2CCCC(C(=O)c3cccc(OC)c3)C2)c1C (configuration not stated)	2%	4%	1%	-3%	3	1%	0%	-4%	6%	-7%	-8%
Cc1nc(SCc2c(Cl)cccc2Cl)nc(OC(=O)N(C)C)c1C	1%	-34%	-6%	-3%	-4	-3%	0%	2%	9%	-6%	-1%
COC(=O)c1ccc(NC(=O)CSc2nc3ccc(N4C(=O)C5C6C=CC(C6)C5C4=O)cc3s2)cc1 (configuration not stated)	2%[46.1 µM]	13%	-2%	-2%	u	7%	u	-9%	10%	0%	13µM*
O=c1[nH]c(=O)n(Cc2ccco2)c(O)c1C=NCc1ccc2c(c1)OCO2	10%	-8%[7.66 µM]	-3%	-6%	1	-2%	u	2%	-1%	-6%	-3%
O=C(Cn1c(=O)oc2ccccc21)Nc1ccc(Br)cc1	0%	-1%	u	-13%	-3	0%	u	0%	9%	-2%	4%
Cc1c(Br)c([N+](=O)[O-])nn1CC(=O)Nc1ccc(Cc2ccncc2)cc1	0%[46.1 µM]	24%	-5%	4%	-13	13µM*	u	-8%	-4%	-9%	u
Cc1ccc2c(c1)=C(c1ccccc1)N(O)CC(=O)N=2	-27%	8%	6%	20%	-1	-5%	u	4%	4%	-4%	13%
CN1C(=O)C(=Cc2cn(CC(=O)N3CCCCC3)c3ccccc23)C(=O)N(C)C1=O	-2%	10%	-8%	-9%	-1	1%	-1%	0%	-2%	-1%	8%
Cc1nn(Cc2ccccc2)c(Cl)c1C(=O)OCC(=O)NCC1CCCO1 (configuration not stated)	7%	-12%	4%	-10%	9	-1%	2%	5%	-4%	-3%	-14%
CCn1cc(C(=O)c2ccccc2)c2ccccc21	x	-16%	-10%	5%	-2	-6%	0%	0%	5%	x	-9%
CSC(SC)=C(C#N)C(=O)c1ccccc1	-4%	15%	-7%	3%	2	-10%	u	1%	2%	0%	-16%
O=C(N=Nc1c(O)[nH]c(=O)[nH]c1=O)C1COc2cc3ccccc3cc2O1 (configuration not stated)	-4%	7%	4%	4%	28	18%	-1%	14%	2%	2%	u
COc1ccccc1CCNC1CCC(C(C)(C)C)CC1 (configuration not stated)	-3%	-61%[inhibitor]	12%	17%	15	-2%	u	1%	24%	0%	u
CCCCSC1=NN1c1nc(N)nc(C)c1CC	-3%	-12%	37%	x	-9	6%	u	3%	-3%	6%	-7%
Cc1ccc(C(=O)Nc2ccc(-n3ccnc3P(=O)(O)c3ccccc3)cc2)cc1	-5%	10%	x	x	x	x	x	-2%	3%	-1%	x
CN1C(=O)N(C)C(=O)C2(Cc3cc(N)ccc3N3CCN(c4ccccc4F)CC32)C1=O (configuration not stated)	x	x	25%	4%	-9	u	-9%	x	4%	x	0%
Cc1ccc2c(c1)C1CN(C)CCC1N2C(=O)CCCN1C(=O)c2cccc3cccc(c23)C1=O (configuration not stated)	4%	-43%	-18%	3%	2	-1%	u	2%	-17%	-4%	7%
Cc1ccc(NC(=S)NCCc2cnc[nH]2)cc1C	x	2%	19%	2%	10	-11%	-1%	3%	-3%	-3%	-7%
O=C(COC(=O)Cc1ccccc1)Nc1ccc(SC(F)F)cc1	7%[46.1 µM]	10%	-15%	-12%	1	0%	-13%	0%	3%	2%	6%
COC(=O)C1=C(c2ccc(Cl)c(C(F)(F)F)c2)C[C@@H]2CC[C@H]1N2C(=O)NCCOc1ccc(OC)cc1	-1%	-42%	-18%	20µM*	21	6%	u	-3%	26%	-9%	u
CCCC(C)C1(CC)C(=O)NC(=O)N=C1N (configuration not stated)	1%[46.1 µM]	u	-2%	1%	34	4%	-1%	3%	0%	-8%	27%
Fc1ccc(CN2CCN(c3ccc(Cl)cc3)CC2)cc1	8%	2%	-8%	1%	-5	1%	u	3%	-4%	-12%	-10%
Cn1c(O)c(C2=NN(C(=O)CCl)C(c3ccccc3)C2)c(=O)n(C)c1=O (configuration not stated)	13%	25%	u	-5%	6	1%	u	-1%	-1%	0%	3%
CC(C)[C@H]1C(=O)O[C@@H]2CCN3CC=C(COC(=O)[C@](C)(O)[C@]1(C)O)[C@H]23	-3%	u	4%	4%	-1	-1%	-2%	2%	1%	0%	-2%
O=[N+]([O-])c1cc([As](=O)(O)O)ccc1O	-15%	x	3%	5%	4	u	0%	-24%	1%	0%	15%
CC(=O)N(C1=NCCCS1)c1ccc(F)cc1	1%	41%	7%	-5%	-1	1%	0%	4%	-7%	-8%	12%
NNc1n[nH]c(=S)n1N	-5%	12%	22%	17%	7	-6%	-1%	2%	-2%	0%	u
C[N+]1(C)CCN(c2ccccc2)CC1	11%	x	2%&0%	4%	-7&10	0%	-4%	-1%	3%&-1%	-1%	0%
N#CCCn1cc(C(=O)Nc2ccc([N+](=O)[O-])cc2)c(-c2ccccc2)n1	1%	21%	1%	-7%	-11	9%	4%	-2%	-7%	-3%	-4%
Cc1ccc(/C=C2\C(=O)NC(=S)N(c3cccc(F)c3)C2=O)o1	0%	-19%	5%	5%	-10	1%	5%	-4%	-4%	0%	8%
Cn1c(=O)oc2cc(S(=O)(=O)N3CCC(C(=O)N4CCc5ccccc5C4)CC3)ccc21	0%	-1%	8%	4%	-3	1%	u	-3%	0%	-1%	9%
Cc1cc(O)c(CN2CCN(c3ccccc3)CC2)cc1C	-3%	-10%	4%	-1%	5	5%	8%	1%	1%	-7%	-8%
CCCCCn1c(NC(=O)c2ccco2)c(C(=O)OCC)c2nc3ccccc3nc21	-8%[46.1 µM]	-65%[inhibitor]	1%	3%	0	-4%	u	x	-14%	-7%	-24%
CC1CCC(C(=O)NC(C(=O)N2CCC3(CC2)OCCO3)C(C)C)CC1 (configuration not stated)	-1%	18%	8%	13%	3	-6%	7%	1%	10%	-5%	13%
Cc1[nH]c2ccccc2c1C(=O)C(=O)N1CC2CC(C1)c1cccc(=O)n1C2 (configuration not stated)	12%	18%	6%	-1%	-5	1%	-1%	-1%	-4%	-1%	16%
CCCCCC1CC(CC(=O)NC(=S)Nc2ccc([N+](=O)[O-])cc2)C(=O)O1 (configuration not stated)	1%[46.1 µM]	-4%	0%	9%	-38	1%	24%	u	24%	-5%	u
COc1ccc(OC)c(CC(=O)O)c1	5%	-11%[7.66 µM]	12%	-3%	-1	-1%	5%	-1%	1%	-4%	3%
